Screens from PubChem BioAssay.
D2 antag – antagonists of human D2 dopamine receptor; AID 485344; 2% of 340,000 active; HEK293 TREx D2 cells, calcium flux, dopamine EC80; P14416; inhibition, % at 10 µM; in the data active = inhibition above about 30%; note: 0% is about no effect
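Tetracycline-induced HEK293 TREx cells expressing D2 receptor forced-coupled to calcium signalling, loaded with no-wash calcium dye. Compounds added and calcium flux read 180 s, then dopamine added at EC80 and read a further 180 s.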
D1 potentiator – enhances dopamine response at the human D1 receptor; P21728; HEK293 TREx D1 cells, calcium flux, dopamine EC20 potentiation; potentiation, % at 10 µM; 0.036% of 360,000 active; AID 504651; in the data active = potentiation above about 30%; note: 0% is about no effect
Target sequence (P21728 whole entry, looked up): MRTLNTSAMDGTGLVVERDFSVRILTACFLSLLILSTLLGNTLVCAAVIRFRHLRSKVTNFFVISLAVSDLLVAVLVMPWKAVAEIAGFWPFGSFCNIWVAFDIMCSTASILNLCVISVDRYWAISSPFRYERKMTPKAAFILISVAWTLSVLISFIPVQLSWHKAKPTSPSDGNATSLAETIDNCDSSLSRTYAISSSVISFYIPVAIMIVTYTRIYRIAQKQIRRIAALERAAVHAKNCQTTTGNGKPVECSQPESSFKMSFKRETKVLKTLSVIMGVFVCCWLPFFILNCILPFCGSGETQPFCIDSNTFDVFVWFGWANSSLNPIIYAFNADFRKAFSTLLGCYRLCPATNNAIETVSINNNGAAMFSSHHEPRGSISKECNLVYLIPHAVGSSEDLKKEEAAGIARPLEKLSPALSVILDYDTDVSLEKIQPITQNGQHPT
TRHR enhancer – allosteric enhancers of human TRH receptor | P34981 | TRHR cells, fluo-8 calcium fluorescence, EC20 TRH enhancement | 0.66% of 360,000 active | enhancement, % at 2 µM; in the data active = enhancement above about 30%; note: 0% is about no effect
Target sequence (P34981 whole entry, looked up): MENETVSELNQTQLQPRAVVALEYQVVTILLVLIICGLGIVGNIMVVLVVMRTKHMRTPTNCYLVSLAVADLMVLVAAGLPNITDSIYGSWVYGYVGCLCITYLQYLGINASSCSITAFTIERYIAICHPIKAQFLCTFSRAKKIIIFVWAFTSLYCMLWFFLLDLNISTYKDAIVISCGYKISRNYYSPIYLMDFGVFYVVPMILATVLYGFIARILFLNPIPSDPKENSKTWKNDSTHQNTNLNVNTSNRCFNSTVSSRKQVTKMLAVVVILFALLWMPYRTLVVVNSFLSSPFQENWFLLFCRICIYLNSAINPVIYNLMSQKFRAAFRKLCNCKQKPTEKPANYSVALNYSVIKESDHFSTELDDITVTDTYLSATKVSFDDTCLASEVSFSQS
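Enhancer read-out: after compound pinning and an initial kinetic agonist-mode read, an EC20 of TRH (10 nM final) was injected and fluo-8 calcium signal (Ex 480/Em 530) followed at 1 s/cycle for 100 cycles in TRHR-expressing cells.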
D1 ag – human D1 receptor agonism. P21728. HEK293 T-REx D1 cells, calcium flux, agonist mode. activation, % at 2 µM. 1% of 360,000 active; note: 0% is about no effect
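Agonism was scored from calcium flux recorded over 180 s (1 read/s) after pintool compound addition, following a 10-cycle baseline. Cells were inducible force-coupled HEK293 TREx D1, plated overnight at 30 C and loaded with no-wash calcium dye.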
RXFP1 antag – RXFP1 (human) relaxin receptor antagonism | activity change, negative = inhibition, % at 57.5 µM | HEK293-RXFP1, relaxin-stimulated cAMP HTRF, 30 min; stronger effect = lower value | 0.59% of 350,000 active;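 active = activity change of -60% or lower, but not beyond a set lower limit; inconclusive = change between -60% and -40%, or beyond the set limit; inactive = change above -40%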; note: % is set by controls: 0 for no effect and ±100 for the full control effect
D1 antagonist – antagonists of human D1 dopamine receptor; HEK293 TREx D1 cells, calcium flux, dopamine EC80; stronger effect = lower value; P21728; activity change, negative = inhibition, % at 10 µM; AID 504652; 3.2% of 360,000 active; in the data active = activity change below about -30%; note: % is set by controls: 0 for no effect and ±100 for the full control effect
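Using tetracycline-induced force-coupled D1 Hek293 cells and a calcium dye, signals were followed for 180 s after compound, then for 180 s after EC80 dopamine, to detect inhibitors.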
TRHR ag – TRH receptor (human) agonism. TRHR cells, calcium flux fluo-8, FDSS agonist mode. activation, % at 2 µM. 0.18% of 360,000 active. AID 493084; note: 0% is about no effect
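TRHR-expressing cells, plated overnight in medium with 10% serum, were loaded with fluo-8 calcium dye at room temperature. After a 10 s baseline, library compound was pin-added and calcium release was recorded kinetically (ex 480/em 530) as agonist response.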
D2 agonist – agonists of human D2 dopamine receptor; AID 485358; HEK293 T-REx D2 cells, calcium flux agonist mode; 0.53% of 340,000 active; P14416; activation, % at 2 µM;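 active = activation over 3 SD above normal in the single-dose calcium agonist read, cut at about 30% in these data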; note: 0% is about no effect
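Tetracycline-induced HEK293 T-REx cells with force-coupled D2 receptor, plated overnight at 30 C, loaded with no-wash calcium dye. After a 10 s baseline, compound was pin-added and calcium flux read kinetically for 180 s; calcium rises flagged agonists.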
D2 potentiator – positive allosteric modulators of human D2 dopamine receptor; P14416; HEK293 T-REx D2, calcium flux, EC20 dopamine potentiation; potentiation, % at 10 µM; 0.34% of 340,000 active; AID 485347;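 active = potentiation over 3 SD above the plate norm, cut at about 30% in these data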; note: 0% is about no effect
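Tetracycline-induced Hek293 Trex D2 cells, force-coupled to calcium, loaded with no-wash calcium dye. Compound added with 180 s kinetic read for agonism, then EC20 dopamine and a further 180 s read for potentiation.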
* hit, by the source's call; ? = inconclusive; nt = no result given; & = joins results of further samples. Cut-off read from the data, not from the text of the source, unless noted: active = activation above about 30%; inactive = the rest.

nr	compound	D2 potentiator	TRHR ag	TRHR enhancer	D2 agonist	D1 antagonist
1	CC(=O)Nc1ccc(NC(=O)c2ccc(NS(=O)(=O)c3cc(C(C)(C)C)cc(C)c3C)cc2)cc1	2	0.0	1	-0.1	5
2	Cc1ccc(S(=O)(=O)Nc2ccnc3ccccc23)cc1	4	0.3	1	-1.0	0
3	COc1ccc(N2CCN(CCNC(=O)Nc3cccc(C)c3C)CC2)cc1	-4	0.3	-8	-0.8	4
4	c1cc(CNc2ccc3c(c2)OCO3)ccn1	-1	0.0	-4	0.4	9
5	COC(=O)c1ccc(Nc2cc(C)nc3ccccc23)cc1	-10	-0.5	-2	nt	-16
6	Cc1cc(NC(=O)c2cc3n(n2)C(C(F)(F)F)CC(c2ccc(Cl)c(Cl)c2)N3)no1 (stereo unspecified)	-6	0.6	-7	1.1	-26
7	Cc1[nH]c2ccccc2c1CCNC(=O)c1ccc2c(c1[N+](=O)[O-])C(=O)c1ccccc1C2=O	-9	-0.2	-4	-0.2	1
8	O=C(NC1CCCCC1)c1ccc(COc2ccccc2)o1	10	-1.2	-4	-1.8	21
9	CNC(=O)c1c(NC(=O)CCS(=O)(=O)c2ccc(C)cc2)sc(C)c1C	19	-1.0	-5	0.3	12
10	COc1cccc(N2CCN(C(=O)c3ccc4c(Cl)c5c(nc4c3)CCCC5)CC2)c1	0	0.2	-6	-0.2	-1
11	CCCN(CCC)Cc1c(C(=O)N/N=C/c2ccoc2)nnn1-c1nonc1N	-6	-0.7	1	-0.7	7
12	COC(=O)c1ccc(NC(=O)C(=O)N2CCN(C(=S)Nc3ccccc3OC)CC2)cc1	4	-0.4	2	0.4	3
13	CC1CCCCC1NC(=O)COC(=O)C12CC3CC(CC(Cl)(C3)C1)C2 (stereo unspecified)	10	-0.4	4	0.4	4
14	CCn1nc(C)c(CN2CCCCC2C(=O)Nc2ccc(Oc3cccnc3)cc2)c1C (stereo unspecified)	5	-0.2	5	-1.2	5
15	CCOc1ccccc1NC(=O)C1CCCN(c2ncnc3onc(-c4ccc(F)cc4)c23)C1 (stereo unspecified)	3	0.4	9	-1.6	3

nr	D1 ag	RXFP1 antag	D2 antag	D1 potentiator
1	4	-9	8	2
2	2	-10	3	2
3	6	10	-9	5
4	-1	1	2	-1
5	3	-2	nt	-8
6	1	9	-4	1
7	4	nt	-5	-4
8	1	9	6	1
9	2	-3	1	3
10	5	nt	nt	0
11	-1	-9	-7	-4
12	-1	-4	-7	0
13	-5	-7	-13	2
14	2	5	-4	-6
15	1	-16	nt	-2

(listing goes on)
nr	compound	D2 potentiator	TRHR ag	TRHR enhancer	D2 agonist	D1 antagonist
16	Cc1ccc(S(=O)(=O)NCCN=C(CN2CCOCC2)NS(=O)(=O)c2ccc(C)cc2)cc1	1	-0.4	-2	0.1	-8
17	COC(=O)C1=C(C)N(c2cccc(C)c2)C(=O)/C1=C\c1cccs1	3	-0.7	4	0.8	-2
18	COc1ccc(N2CCN(C(=O)c3ccc(-c4ccccc4)cc3)CC2)cc1	-1	0.4	-1	0.2	3
19	COc1ccc(CC(=O)O/N=C(\N)Cc2ccc(OC)c(OC)c2)cc1	-7	0.4	-15	0.2	-17
20	CCN(CC)CCCNc1nnc(C)c(=O)[nH]1	19	0.5	0	-0.1	15
21	Cc1nc2ccccc2c(=O)n1NC(=O)c1ccccc1F	-10	0.6	-3	-0.9	6
22	COc1ccc(CC(NC(C)=O)C(=O)N2CCN(C(=O)Nc3cccc(F)c3)CC2)cc1OC (stereo unspecified)	-4	0.3	-4	1.1	-19
23	CC1=Nc2cc(C(=O)NC3CCCC3)ccc2Sc2ccc(C)cc21	23	-0.5	4	-0.4	-18
24	CCC1SC(CC)C(=O)N(CC(=O)NC2CCCCC2)C1=O (stereo unspecified)	9	-0.1	3	1.6	20
25	CCc1ccc(N(CC(=O)N2CCN(Cc3ccccc3)CC2)S(C)(=O)=O)cc1	-4	0.3	9	-0.5	4
26	COc1cccc(NC(=S)NCc2ccco2)c1	3	-0.5	3	-0.2	2
27	Cc1ccc(S(=O)(=O)NCC(=O)N2CCc3ccccc3C2)cc1	-2	-0.4	3	0.2	-2
28	Cc1cccc(C(=O)Nc2ccccc2OCc2cc(=O)n3c(C)csc3n2)c1	0	0.4	1	0.2	-2
29	C=CCSc1nnc(NC(=O)CCN2C(=O)C3CC=CCC3C2=O)s1 (stereo unspecified)	-11	0.4	0	0.2	-11
30	Cc1cc(C)n2nc(CNS(=O)(=O)c3ccc(Cl)cc3)nc2n1	4	-0.8	-3	-0.7	-17

nr	D1 ag	RXFP1 antag	D2 antag	D1 potentiator
16	0	0	26	2
17	-1	-3	9	-5
18	0	-7	3	0
19	7	-6	23	-5
20	5	-4	6	7
21	2	8	-2	2
22	1	1	3	-9
23	5	nt	nt	-2
24	3	1	-11	-4
25	3	-2	0	-3
26	1	-14	-5	-8
27	7	1	-21	2
28	1	nt	nt	1
29	11	-1	15	nt
30	0	-3	nt	-3

Shown tab-delimited: part of the list above
cpd	Compound	D2 potentiator	TRHR ag	TRHR enhancer	D2 agonist	D1 antagonist	D1 ag	RXFP1 antag	D2 antag	D1 potentiator
22	COc1ccc(CC(NC(C)=O)C(=O)N2CCN(C(=O)Nc3cccc(F)c3)CC2)cc1OC (stereo unspecified)	-4	0.3	-4	1.1	-19	1	1	3	-9
23	CC1=Nc2cc(C(=O)NC3CCCC3)ccc2Sc2ccc(C)cc21	23	-0.5	4	-0.4	-18	5	nt	nt	-2
24	CCC1SC(CC)C(=O)N(CC(=O)NC2CCCCC2)C1=O (stereo unspecified)	9	-0.1	3	1.6	20	3	1	-11	-4
25	CCc1ccc(N(CC(=O)N2CCN(Cc3ccccc3)CC2)S(C)(=O)=O)cc1	-4	0.3	9	-0.5	4	3	-2	0	-3
26	COc1cccc(NC(=S)NCc2ccco2)c1	3	-0.5	3	-0.2	2	1	-14	-5	-8
27	Cc1ccc(S(=O)(=O)NCC(=O)N2CCc3ccccc3C2)cc1	-2	-0.4	3	0.2	-2	7	1	-21	2
28	Cc1cccc(C(=O)Nc2ccccc2OCc2cc(=O)n3c(C)csc3n2)c1	0	0.4	1	0.2	-2	1	nt	nt	1
29	C=CCSc1nnc(NC(=O)CCN2C(=O)C3CC=CCC3C2=O)s1 (stereo unspecified)	-11	0.4	0	0.2	-11	11	-1	15	nt
30	Cc1cc(C)n2nc(CNS(=O)(=O)c3ccc(Cl)cc3)nc2n1	4	-0.8	-3	-0.7	-17	0	-3	nt	-3

The list goes on.
nr	compound	D2 potentiator	TRHR ag	TRHR enhancer	D2 agonist	D1 antagonist
31	O=C(CSc1nccn1Cc1ccco1)Nc1ccccc1	-2	-0.3	-4	-0.2	-3
32	CC1=C(C(N)=O)C(c2cccc(C)c2)n2nc(-c3cccc(C)c3)nc2N1 (stereo unspecified)	16	-0.1	1	1.8	1
33	FC(F)(F)c1ccc(Cl)c(N/N=C/c2ccc(N3CCOCC3)s2)c1	nt	-0.5	3	nt	2
34	CCOc1ccccc1C(=O)N(Cc1cccs1)c1ccc(Cl)cc1	3	0.6	13	0.4	-14
35	CC1CCN(S(=O)(=O)N2CCCC(C(=O)NCc3ccc(F)cc3)C2)CC1 (stereo unspecified)	0	0.7	-4	nt	-3
36	CCCC(=O)Nc1ccc2nn(-c3ccc(OC)cc3)nc2c1	-3	-0.5	-13	-0.7	9
37	CC(=O)NCCCNS(=O)(=O)c1ccc(C)cc1	17	-0.2	5	1.1	-9
38	CC(Sc1ccccc1)C(=O)NCC1COc2ccccc2O1 (stereo unspecified)	11	0.2	-4	-0.8	0
39	Cc1nnc(NC2(C(F)(F)F)C(=O)Nc3c2c(=O)n(C)c(=O)n3C)s1 (stereo unspecified)	nt	1.5	7	0.6	-23
40	CN(CC(=O)NCc1cccnc1)S(=O)(=O)c1ccc(F)cc1	-1	0.6	2	1.2	-2
41	O=C(O)CCSCC(=O)Nc1c(C(=O)C2CC2)oc2ccccc12	12	0.4	1	-1.0	19
42	O=C(c1ccccc1)N1CCCC(C(=O)N2CCN(c3ccccc3)CC2)C1 (stereo unspecified)	10	0.0	2	0.9	-1
43	COCCNC(=O)Cn1ccc2cc(S(=O)(=O)N3CCCCCC3)ccc21	-8&-6	0.5&-0.8	-5&8	0.1	-6&-30
44	NC(=S)N/N=C/c1ccccc1[N+](=O)[O-]	11	1.2	-5	0.7	2
45	CC(NC(=O)CNC(=O)C1O[C@@H]2OC(C)(C)O[C@@H]2[C@H]2OC(C)(C)O[C@@H]12)C(=O)O (stereo partly specified)	4	0.5	5	-0.1	-3

nr	D1 ag	RXFP1 antag	D2 antag	D1 potentiator
31	3	-6	6	-4
32	2	-9	nt	0
33	1	-8	nt	-6
34	7	nt	nt	1
35	-2	-4	nt	-1
36	3	-4	-5	-1
37	1	-1	4	-4
38	1	5	2	-7
39	0	9	13	-7
40	3	6	3	3
41	3	6	1	-5
42	2	-6	-5	-1
43	3&5	3&-7	7	-1&-2
44	0	5	-28	12
45	4	2	5	-1

(listing goes on)
nr	compound	D2 potentiator	TRHR ag	TRHR enhancer	D2 agonist	D1 antagonist
46	C=CCN1CC(C(=O)N2CCC(Cc3ccc(Cl)cc3)(C(=O)OCC)CC2)CC1=O (stereo unspecified)	-6	0.2	30*	0.0	-32*
47	NNC(=O)c1ccc(N2CCCCCC2)c([N+](=O)[O-])c1	nt	0.1	0	nt	11
48	CNC(=S)N/N=C(\C)c1ccc(C)c(C)c1	-4	0.3	3	-0.2	6
49	Cn1cc(C(=O)N2CCCCCC2)c(=O)c2cc(S(=O)(=O)N3CCCCC3)ccc21	7	-0.1	-8	-0.7	11
50	CC(=O)Nc1nc(SCc2ccc(Cl)cc2Cl)n[nH]1	6	1.6	-2	-0.4	-25
51	O=C(c1ccc(OC2CCN(C(=O)C3CC3)CC2)cc1)N(CCO)Cc1ccccc1	nt	0.3	5	nt	-3
52	Cc1ccccc1NC(=O)c1ccccc1NC(=O)c1ccccc1F	-2&-3	-0.4&2.5	-4&-7	-1.9	3&-22
53	CN(C)C(=O)NC1C=CS(=O)(=O)C1 (stereo unspecified)	6	-0.7	6	0.7	-10
54	CN1c2ccccc2C(C)(C)C12CC(c1ccc(Cl)c(S(=O)(=O)N3CCCC3)c1)=NO2 (stereo unspecified)	-14	-0.6	4	0.5	-4
55	O=C(N1CCCC1)C12CCC3CC(CC(C3)C1)C2	nt	-0.3	-4	nt	7

nr	D1 ag	RXFP1 antag	D2 antag	D1 potentiator
46	2	1	13	-2
47	0	?	nt	1
48	0	-5	-7	0
49	3	-4	7	-3
50	3	0	1	-8
51	3	-5	nt	0
52	0&1	0&3	-4	5&-1
53	5	2	8	-2
54	2	nt	-13	-5
55	2	1	nt	-3
